# Runt-CBFb FRET = inhibitors of human RUNX1 Runt domain binding to CBFb; 220,000 tested, 0.46% active; inhibition, % at 20 µM; Q01196+Q13951; AID 1496; Cerulean-Runt/Venus-CBFb FRET ratio 530/480, 1 h;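 active means inhibition over about 50% at 20 µM in the single-dose screen, limit read from the data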;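 further: 0% = DMSO wells and 100% = excess unlabeled CBFb competitor control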
#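 Assay system: Cerulean-Runt domain fusion protein, energy donor; Signal: fluorescence energy transfer, 422 nm excitation, 530/480 nm emission; Timing: 1 h compound exposure, room temperature; Control set: unlabeled CBFb; Medium: Tris buffer pH 7.5 with salts and BSA; Compound: single test concentration of 20 µM, 1% DMSO final; Probe or stimulus: Venus-CBFb 100 nM.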
# Runt-SMMHC FRET = Runt domain-CBFb-SMMHC interaction inhibition | Cerulean-Runt/Venus-CBFb-SMMHC FRET ratio 530/480, 1 h | inhibition, % at 20 µM | 220,000 tested, 0.74% active | AID 1434;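 active means mean inhibition across duplicate retests at 20 µM reaching about 50%, limit read from the data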;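 further: 0% = DMSO wells and 100% = wells with excess untagged CBFb-SMMHC; inhibitors lower the FRET ratio by blocking Runt binding to CBFb-SMMHC; some results filed as inactive read as strong as hits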
# Wee1 degr inh = human Wee1 degradation inhibition, primary screen; HeLa Luc-Wee1K328M stability, luciferase luminescence; 100% = proteasome inhibitor MG132 effect; reporter increase, % at 5 µM; 220,000 tested, 1.2% active; AID 1321;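 active means activation above the mean of all tested compounds plus 3 SD, set per screening run, cut at about 8.8% in these data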;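 further: cells exposed to compound for 20 h before luminescence read; 0% = DMSO alone and 100% = MG132 at 30 µM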
# Target sequence (P30291 whole entry K328M): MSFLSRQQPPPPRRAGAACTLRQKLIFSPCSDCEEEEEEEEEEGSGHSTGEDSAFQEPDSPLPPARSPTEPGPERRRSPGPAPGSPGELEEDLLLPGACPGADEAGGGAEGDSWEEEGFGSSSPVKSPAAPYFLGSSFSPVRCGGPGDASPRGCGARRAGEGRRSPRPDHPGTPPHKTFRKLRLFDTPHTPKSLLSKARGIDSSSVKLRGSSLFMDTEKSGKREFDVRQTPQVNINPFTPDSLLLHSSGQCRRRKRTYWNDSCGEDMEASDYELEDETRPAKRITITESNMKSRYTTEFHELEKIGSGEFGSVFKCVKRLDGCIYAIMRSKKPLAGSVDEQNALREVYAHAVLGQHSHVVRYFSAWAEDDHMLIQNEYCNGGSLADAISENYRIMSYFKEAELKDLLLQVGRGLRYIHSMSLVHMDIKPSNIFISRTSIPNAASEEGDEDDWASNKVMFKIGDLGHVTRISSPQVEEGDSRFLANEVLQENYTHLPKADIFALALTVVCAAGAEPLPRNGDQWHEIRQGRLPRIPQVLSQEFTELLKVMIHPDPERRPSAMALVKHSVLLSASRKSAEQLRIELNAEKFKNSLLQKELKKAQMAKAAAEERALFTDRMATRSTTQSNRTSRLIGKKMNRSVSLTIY
# thrombin 1536 = thrombin (human) inhibition. P00734. alpha-thrombin, Boc-VPR-AMC fluorogenic substrate cleavage. inhibition, % at 5 µM. 220,000 tested, 0.26% active. AID 1046;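 active means inhibition at or above 40%; inactive means inhibition below 40%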;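 further: 0% = enzyme with no compound and 100% = wells without enzyme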
#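 System: human alpha-thrombin protein; Compound dosing: one concentration per compound, 5 µM, with 0.2% DMSO; Timing: reaction at room temperature; Technique: AMC fluorescence, 355/460 nm; Controls: enzyme without compound as high, wells lacking enzyme as low.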
# KLK5 inh = blocks human kallikrein 5 protease activity | 210,000 tested, 0.59% active | inhibition, % at 5 µM | Q9Y337 | recombinant hK5, fluorogenic AMC substrate cleavage;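 active means inhibition of 40% or more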;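 further: 0% = enzyme controls without compound and 100% = no-enzyme blanks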
# Target sequence (Q9Y337 67-293 limits assumed): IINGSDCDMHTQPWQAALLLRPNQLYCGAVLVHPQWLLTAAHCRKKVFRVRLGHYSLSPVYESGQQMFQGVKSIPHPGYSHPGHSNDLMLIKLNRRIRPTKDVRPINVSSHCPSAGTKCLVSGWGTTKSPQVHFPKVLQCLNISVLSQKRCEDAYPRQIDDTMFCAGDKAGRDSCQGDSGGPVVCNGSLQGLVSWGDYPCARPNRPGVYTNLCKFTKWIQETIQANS
# FXIIa inh = blocks human coagulation factor XIIa protease activity; P00748; purified FXIIa, Boc-QGR-AMC fluorogenic substrate, 2 h; inhibition, % at 5 µM; 220,000 tested, 0.3% active; AID 800; in the data active means inhibition above about 40%;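 further: 0% = enzyme with no compound and 100% = blank without enzyme; many of its hits are not listed in these tables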
# FXIa inh 1536 = blocks human coagulation factor XIa protease activity; P03951; purified FXIa, Boc-Glu-Ala-Arg-AMC fluorogenic substrate; inhibition, % at 5 µM; 220,000 tested, 0.14% active; AID 798;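 active means inhibition of at least 40%; inactive means inhibition below 40%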;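 further: fluorescence of freed AMC excited at 355 nm; 0% = enzyme without compound and 100% = no enzyme blank; many of its hits are not listed in these tables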
# Hck-Nef inh = human Hck-Nef kinase inhibition | P08631 | Recombinant Hck-YEEI plus Nef, Z-Lyte FRET kinase assay | inhibition, % at 20 µM | 220,000 tested, 0.68% active | AID 463187;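 active means Hck-Nef kinase inhibition above about 50%, limit read from the data; inactive means inhibition below that limit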;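 further: 0% = DMSO with Hck plus Nef and 100% = Hck alone without Nef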
# 14-3-3 Bad PPI = disrupts binding of bovine 14-3-3 zeta to phospho-Bad peptide. TR-FRET 14-3-3zeta/Dy647-pBad peptide displacement, 1 h. inhibition, % at 21.7 µM. 220,000 tested, 0.71% active. AID 781;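 active means inhibition above about 70%, limit read from the data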;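 further: 0% = full 14-3-3 plus peptide FRET controls and 100% = background without 14-3-3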
# Target sequence (P63103 whole entry, looked up): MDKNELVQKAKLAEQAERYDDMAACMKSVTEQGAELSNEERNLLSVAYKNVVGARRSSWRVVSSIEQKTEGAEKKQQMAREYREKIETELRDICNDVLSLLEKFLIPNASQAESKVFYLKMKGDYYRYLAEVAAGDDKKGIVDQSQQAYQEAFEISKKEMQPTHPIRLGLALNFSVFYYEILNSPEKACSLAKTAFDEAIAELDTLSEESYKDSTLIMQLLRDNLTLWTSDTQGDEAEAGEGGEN
# Starred values were filed as active, the others as inactive; . = not tested or not shown; [ ] = remark or other dose.
SMILES,Runt-CBFb FRET,Runt-SMMHC FRET,Wee1 degr inh,thrombin 1536,KLK5 inh,FXIIa inh,FXIa inh 1536,Hck-Nef inh,14-3-3 Bad PPI
CCOC(=O)Cc1csc(NC(=O)c2ccc(S(=O)(=O)N(CCOC)CCOC)cc2)n1,0.7,0.4,5.2,-2.6,-4.7,3.6,-10.0,3.4,1.5
CCCCCSc1nc2c(c(=O)[nH]c(=O)n2C)n1C,0.9,1.2,-0.6,28.9,34.3,19.8,20.8,-0.1,8.7[fluorescence artefact?]
COc1ccc(-c2cc(C(=O)N3CCCCC3)no2)cc1OC,-2.7,2.8,-0.7,3.1,-7.7,8.0,3.4,3.6,-2.3
O=C(N/N=C/c1ccc([N+](=O)[O-])s1)c1ccncc1,12.4,-0.8,3.2,0.9,-1.6,8.0,13.8,2.2,10.4[fluorescence artefact?]
O=S(=O)(Nc1ncnc2sc3c(c12)CCC3)c1ccc2ccccc2c1,0.3,-7.3,1.1,1.4,8.1,13.8,0.4,2.7,6.4
COc1ccc(-c2onc(C)c2-c2ccc(C(=O)OC(C)C)o2)c(O)c1,0.2,0.1,-1.0,3.5,1.7,31.4,20.3,2.5,3.0
COc1cccc(CC2(CO)CCCN(Cc3cn[nH]c3-c3cc(C)ccc3C)C2)c1 (stereo not given),0.6,-5.1,5.1,-8.4,5.3,9.4,0.4,21.2,-11.3
CCOC(=O)c1[nH]c2c(c1C)C(=O)CC(c1ccc(OCC)c(OC)c1)C2 (stereo not given),0.1,-2.2,0.7,1.6,-18.0,22.9,-3.1,0.7,-0.5
Cc1cc2nc(-c3cccnc3SCC(=O)NC(C)C)[nH]c2cc1C,-2.6,0.8,1.2,-1.0,3.6,10.3,2.0,12.5,-3.6
Cc1ncc(CO)c(/C=N/NC(=O)c2cc(O)c(O)c(O)c2)c1O,57.3*,50.9*,0.7,-3.2,-2.9,2.1,-4.0,-28.7,-1.8
C=C(C)CSc1nc2c(cc1C#N)CCC2,0.6,2.0,4.0,4.1,-24.7,16.1,-2.9,-0.6,0.2
NNC(=O)c1sc2cc(C(F)(F)F)cnc2c1-c1cccnc1,-3.2,2.9,1.0,-6.8,.,-0.9,-4.5,-21.7,-17.8
O=C1OC(Nc2ccc3ncccc3c2)c2ccccc21 (stereo not given),5.5,-3.6,7.4,2.1,-5.5,19.7,2.0,0.2,-3.5
COC(=O)c1ccc(CSc2nnc(NC(=O)C3CC(=O)N(c4ccc5c(c4)OCCO5)C3)s2)cc1 (stereo not given),-3.6,-1.1,-1.3,-16.8,-12.6,11.4,8.4,4.9,-12.9[fluorescence artefact?]
Cc1ccc(-c2cc(C(=O)Nc3ccc(S(=O)(=O)Nc4cc(C)on4)cc3)c3ccccc3n2)c(C)c1,-3.2,-0.3,0.8,3.2,7.0,72.2*,6.2,2.5,3.6
O=C(NCc1ccccc1)C1CCCN(S(=O)(=O)c2cccc3nonc23)C1 (stereo not given),-0.6,-0.2,-0.7,0.8,1.1,19.9,6.8,3.4,1.6[fluorescence artefact?]
CCOc1ccccc1C(=O)NC(C(=O)OCC(=O)Nc1nnc(-c2ccccc2)o1)C(C)C (stereo not given),0.4,2.0,0.3,-4.2,-0.3,7.2,5.4,1.1,0.6
Cc1nc2ccccc2c(=O)n1CCN1CCOCC1,1.2,-5.2,-0.5,-4.6,0.5,6.4,-5.2,-11.8,5.6
BrC(/C=N/Nc1nc(N2CCOCC2)nc(N2CCOCC2)n1)=C/c1ccccc1,1.9,1.3,-1.8,-5.0,1.8,2.6,-22.8,-1.6,5.8[fluorescence artefact?]
CC(=O)NS(=O)(=O)c1ccc(NC(=O)C(Sc2ccccc2)c2ccccc2)cc1 (stereo not given),-0.8,-0.1,0.9,5.6,-17.2,-1.6,-11.7,0.5,-9.5
Cc1ccc(/C=C2/CCc3c([nH]c4ccccc34)C2=O)cc1,-5.1,-18.3,1.7,3.8,6.3,-1.9,3.8,0.4,-10.9
O=C(NCc1ccccc1)c1cc(S(=O)(=O)N2CCCCC2)ccc1N1CCOCC1,1.1,1.2,3.7,-7.2,2.7,8.1,-0.8,19.4,-11.4
O=C(O)c1cccc(NC(CNS(=O)(=O)c2ccc(Cl)cc2)c2ccccc2)c1 (stereo not given),-2.6,-5.9,1.0,-16.5,-1.3,3.0,-4.3,22.3,-5.5
COc1cc(O)oc1C=Nc1ccc(Oc2ccccc2)cc1,-0.4,-1.8,-1.6,0.7,-12.7,27.6,19.7,3.2,5.9[fluorescence artefact?]
O=C(CC1C(=O)NCCN1C/C=C/c1ccccc1)NCCc1cccnc1 (stereo not given),-0.7,-0.8,-2.0,-4.2,-0.6,8.4,0.0,6.2,-3.3
# Later entries
SMILES,Runt-CBFb FRET,Runt-SMMHC FRET,Wee1 degr inh,thrombin 1536,KLK5 inh,FXIIa inh,FXIa inh 1536,Hck-Nef inh,14-3-3 Bad PPI
Cc1c(CCOC(=O)c2ccccc2)sc[n+]1Cc1ccccc1,-0.2,3.8,4.9,-3.2,-11.6,3.1,-7.8,-1.9,4.5
COCCCNC(=O)C(=O)N/N=C/c1cc2c(cc1Br)OCO2,-0.1,-3.0,-0.7,-0.5,-24.3,-1.8,-7.7,-0.3,1.6
CC(=O)Oc1ccc(C(=O)Nc2nccs2)cc1,0.9,0.9,.,-6.0,-4.0,-0.2,-6.9,7.3,-2.8[fluorescence artefact?]
COc1ccc(OC)c(Nc2nc(-c3sc(N)nc3C)cs2)c1,22.9,46.4,-2.7,3.3,1.5,-1.2,1.2,6.2,-6.4
O=C(NCC1CCCO1)c1nn2cccnc2c1Cl (stereo not given),0.2,1.7,0.9,-3.0,-2.0,10.8,-5.4,-0.1,9.0
Cc1cccc[n+]1CC(=O)c1ccc2c(c1)OCCO2,1.6,-1.6,-1.3,-6.7,-5.0,13.9,5.6,4.4,9.3[fluorescence artefact?]
Cc1ccsc1C(=O)OCc1csc(-c2ccccc2)n1,0.2,-1.5,-1.2,14.5,29.6,17.5,6.4,0.8,-3.9
CS(=O)(=O)N(CC(=O)N1CCCCC1)Cc1ccc(Cl)cc1,-1.1,2.6,6.5,0.2,-19.2,13.5,6.3,4.0,-11.4
COc1cc(NC(=S)N2CCN(CCO)CC2)c(OC)cc1Cl,2.9,-2.3,-2.6,-1.9,-0.1,8.0,0.1,22.3,-7.5
CS(=O)(=O)N(CC(=O)NC1CCCC1)C1CCCCC1,0.8,-0.9,-2.0,-4.8,.,5.9,1.1,-2.8,10.8
Cc1ccc(/C=N/NC(=O)c2ccc(C(=O)N/N=C/c3ccc(C)s3)o2)s1,-20.3,-65.5,1.2,-4.1,-0.9,-11.3,-4.2,4.1,11.0
CC(C)c1nc(SCC(=O)Nc2cccc(S(N)(=O)=O)c2)n[nH]1,1.3,1.6,10.4*,-16.2,-2.1,-13.0,-8.9,-17.1,6.1[fluorescence artefact?]
c1ccc2nc3c(nc2c1)CCc1nonc1-3,-3.2,-1.8,-0.5,14.0,32.4,9.0,2.6,-4.1,18.4[fluorescence artefact?]
O=C(NC1=NCCS1)c1ccc(Cl)c(S(=O)(=O)N2CCCC2)c1,-0.4,-3.3,-1.9,-12.6,5.9,5.3,-2.3,19.9,-8.3
CCCOc1ccc(Cc2nn[nH]n2)cc1,-3.5,-2.1,0.0,-4.2,-0.7,-7.6,-5.5,1.7,0.7
CC(C)(C)c1ccc(-c2csc(NC(=O)CN3C(=O)NC4(CCCCC4)C3=O)n2)cc1,1.2,2.6,-1.2,-3.3,12.8,7.2,-5.5,9.5,15.6[fluorescence artefact?]
COc1cc(OC)cc(-n2nnnc2SCC(=O)NC2CCCC2)c1,0.5,0.4,0.1,-3.9,-4.9,20.3,12.9,-15.6,3.3
C(=N\N1CCN(C2c3ccccc3-c3ccccc32)CC1)/c1ccccn1,2.6,3.7,0.8,-5.2,-1.4,5.6,-5.4,-1.6,0.6
NCCCCCNC(=O)/C=N\O,0.1,0.1,1.6,3.3,-7.7,16.7,9.8,1.9,1.6
Cc1ccc(OCC(=O)Nc2ccc3c(c2)OCCO3)cc1C,-0.9,0.0,1.6,3.6,-29.5,9.5,-2.5,-8.3,-11.3
O=C(OCC(=O)N1CCc2ccccc21)c1cncc(Br)c1,0.2,-6.0,1.0,2.4,4.0,8.1,0.2,-7.8,5.2
COc1cc([N+](=O)[O-])cc2cc(C(=O)N3CCN=C3c3ccccc3)c(=O)oc12,-2.5,-1.9,4.0,3.9,-17.4,6.9,-14.9,1.9,-1.6
COC(=O)c1nn(-c2ccc(-c3ccccc3)cc2)cc1O,-7.4,-0.1,-1.1,-0.8,-20.5,2.6,-8.0,1.1,4.8
CCCc1nc2sc3c(c2c(=O)n1NC(=O)c1ccco1)CC(C)(C)OC3,-2.2,1.6,-0.1,-1.0,-3.5,9.3,6.0,3.3,10.0[fluorescence artefact?]
CCC(=O)Nc1cc2[nH]c(=O)cc(C)c2cc1C,0.4,-3.0,-2.3,1.2,0.3,0.2,-5.4,18.9,-0.5

# Full records, quoted from the list. Screens in order: Runt-CBFb FRET | Runt-SMMHC FRET | Wee1 degr inh | thrombin 1536 | KLK5 inh | FXIIa inh | FXIa inh 1536 | Hck-Nef inh | 14-3-3 Bad PPI
# NCCCCCNC(=O)/C=N\O reads 0.1 | 0.1 | 1.6 | 3.3 | -7.7 | 16.7 | 9.8 | 1.9 | 1.6
# Cc1ccc(/C=N/NC(=O)c2ccc(C(=O)N/N=C/c3ccc(C)s3)o2)s1 reads -20.3 | -65.5 | 1.2 | -4.1 | -0.9 | -11.3 | -4.2 | 4.1 | 11.0

# (more compounds)
SMILES,Runt-CBFb FRET,Runt-SMMHC FRET,Wee1 degr inh,thrombin 1536,KLK5 inh,FXIIa inh,FXIa inh 1536,Hck-Nef inh,14-3-3 Bad PPI
Cc1[nH]nc(SCC(=O)N2CCCC2)c1[N+](=O)[O-],-1.6,-6.5,1.2,-1.9,-20.1,-3.2,6.4,3.5,-0.7
N#Cc1ccsc1NC(=O)COC(=O)c1ccc(NC(N)=O)cc1,-0.3,-2.4,-0.2,1.4,5.1,8.4,-5.2,35.7,-7.4
COc1ccc(C(=O)OC(C)CN2CCOCC2)cc1OC (stereo not given),1.1,3.7,2.9,-2.7,-7.6,10.4,-1.3,-0.7,30.6
Cc1occc1-c1nnc(SCCCC(=O)c2ccc(F)cc2)n1C,-2.8,-0.8,-0.3,-3.7,-6.2,5.8,-4.2,-5.7,-1.0
Cc1cc(C)nc(SCc2nnc(SCC(=O)Nc3ncc(C)s3)n2Cc2ccco2)n1,2.4,5.0,-1.7,-5.2,-3.9,2.0,-3.8,-0.6,13.3[fluorescence artefact?]
O=[N+]([O-])c1ccc(Cl)c(-c2ccc(/C=N/c3c(-c4ccco4)nc4ccccn34)o2)c1,0.3,-35.8,-0.2,2.9,-50.7,9.0,8.7,18.4,45.8[fluorescence artefact?]
O=C(NCC1CCCO1)c1ccccc1 (stereo not given),2.0,-6.8,3.1,1.4,3.2,8.3,7.3,0.4,-7.4
CC(Oc1ccc(-c2ccccc2)c(F)c1)c1ccn(S(=O)(=O)c2cccc3ccccc23)n1 (stereo not given),0.9,-1.6,2.2,0.7,1.1,16.1,4.8,2.3,4.4
Nc1nnc(CC(=O)N/N=C/c2cccc(OCCOc3ccccc3)c2)s1,-1.5,0.5,1.6,-14.3,-29.8,15.9,22.0,-0.1,11.5

# An unsorted share of the library, and some 4.2% of all compounds hit somewhere here.
